Screening results: PubChem, Sanford-Burnham Center for Chemical Genomics
Apaf1 inhib = blocks human Apaf-1 apoptosome activity | actives 0.71% (n = 330,000) | reconstituted apoptosome caspase-3 activity, DEVD-Rh110 fluorescence | inhibition, % at 20 µM | AID 489030 | O14727; active = inhibition of at least 40% at 20 µM;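 note: plate controls were DMSO wells for no effect and DEVD-CHO caspase inhibitor wells for full effect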
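Material: biochemical Apaf-1 apoptosome reconstitution. Medium: Hepes buffer, pH 7.5. Also added: cytochrome c activation, bis-DEVD rhodamine 110 substrate. Timing: 30 min compound preincubation, 50 min activation, room temperature. Measured by: rhodamine 110 fluorescence at Ex 480/Em 540 nm.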
PfG6PD inh = PfG6PD (Plasmodium falciparum) enzyme inhibition; PfGluPho enzyme, NADPH resazurin-diaphorase fluorescence; inhibition, % at 20 µM; actives 0.78% (n = 350,000); AID 504690;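 active = inhibition reaching at least a set limit at 20 µM in the primary screen, cut at about 59% in these data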;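 note: 0% = DMSO wells with substrate and 100% = DMSO wells lacking glucose-6-phosphate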
HKDC1 inh = HKDC1 (human) hexokinase inhibition; recombinant HKDC1, G6PDH/diaphorase resazurin coupled fluorescence; inhibition, % at 20 µM; actives 0.16% (n = 340,000);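 active = inhibition above about 35% when tested at 20 µM, limit read from the data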;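 note: plate controls were DMSO wells with enzyme for no effect and DMSO wells lacking enzyme for full effect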
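Test system: recombinant HKDC1 (HK5) hexokinase enzyme, produced in-house / Doses: 20 µM test compound, 1% DMSO / Timing: 90 min, room temperature / Detection: G6PDH/diaphorase-coupled fluorescence, 1 mM NADP, 100 µM resazurin, 525/613 nm / Control set: DMSO wells with and without enzyme mix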
SENP8 block-1 = blocks the human protease SENP8. inhibition, % at 10 µM. purified SENP8, Z-RLRGG-aminoluciferin cleavage, luminescence. AID 2540. Q96LD8. actives 1.2% (n = 330,000); in the data active = inhibition above about 50%
SENP7 inh = SENP7 protease inhibition. AID 434973. recombinant SENP7, Z-RLRGG-aminoluciferin luminescence, 40 min. Q9BQF6. inhibition, % at 5 µM. actives 1.5% (n = 330,000);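 active = inhibition above about 50% at the single test dose, limit read from the data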;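 note: plate controls were DMSO with enzyme for no effect and no enzyme buffer wells for full effect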
Target sequence (Q9BQF6 706-1050 limits assumed): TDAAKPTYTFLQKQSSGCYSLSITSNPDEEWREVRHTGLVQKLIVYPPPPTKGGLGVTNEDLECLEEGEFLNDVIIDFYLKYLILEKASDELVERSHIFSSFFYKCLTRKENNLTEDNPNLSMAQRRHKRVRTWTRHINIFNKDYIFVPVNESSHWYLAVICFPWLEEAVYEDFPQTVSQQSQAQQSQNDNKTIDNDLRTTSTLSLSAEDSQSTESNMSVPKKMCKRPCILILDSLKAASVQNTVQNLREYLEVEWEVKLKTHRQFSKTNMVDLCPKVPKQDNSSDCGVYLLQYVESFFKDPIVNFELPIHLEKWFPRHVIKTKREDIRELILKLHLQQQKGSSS
SENP1 FRET inh = SENP1 (human) catalytic domain inhibition; inhibition, % at 10 µM; Q9P0U3; recombinant SENP1 catalytic domain, CyPet-SUMO1-YPet FRET cleavage; actives 0.21% (n = 360,000);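 active = inhibition at least 30% at 10 µM, raw YFP signal under a set limit, fluorescence ratio 0.5 to 1.5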;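 note: 0% = enzyme with DMSO and 100% = no enzyme wells; some results filed as inactive read as strong as hits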
Target sequence (Q9P0U3 419-644 limits assumed): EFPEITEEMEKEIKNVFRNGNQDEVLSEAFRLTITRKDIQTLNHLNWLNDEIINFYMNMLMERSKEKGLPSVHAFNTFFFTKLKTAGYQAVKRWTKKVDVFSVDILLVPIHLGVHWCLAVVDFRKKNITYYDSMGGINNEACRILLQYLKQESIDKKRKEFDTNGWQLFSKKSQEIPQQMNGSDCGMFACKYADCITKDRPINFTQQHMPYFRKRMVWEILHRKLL
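Material: hSENP1 catalytic domain, recombinant; medium: Tris pH 8 with BME, BSA, NP40 and catalase; compound: single concentration of 10 µM compound, 0.5% DMSO final; technique: FRET read of cyan and yellow fluorescence; timing: 50 min enzyme reaction, room temperature, light-protected; reagent: SFCypet-SUMO1-SFYpet substrate at 25 nM; control set: no-enzyme low, enzyme-DMSO high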
SENP6 inh = inhibitors of human SENP6 protease; Q9GZR1; Recombinant SENP6 catalytic domain, aminoluciferin luminescence; inhibition, % at 10 µM; actives 1.8% (n = 330,000);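 active = inhibition above about 50% at the single tested dose, limit read from the data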;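 note: plate controls were DMSO wells with enzyme for no effect and DMSO wells lacking enzyme for full effect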
Target sequence (Q9GZR1 628-1112 limits assumed): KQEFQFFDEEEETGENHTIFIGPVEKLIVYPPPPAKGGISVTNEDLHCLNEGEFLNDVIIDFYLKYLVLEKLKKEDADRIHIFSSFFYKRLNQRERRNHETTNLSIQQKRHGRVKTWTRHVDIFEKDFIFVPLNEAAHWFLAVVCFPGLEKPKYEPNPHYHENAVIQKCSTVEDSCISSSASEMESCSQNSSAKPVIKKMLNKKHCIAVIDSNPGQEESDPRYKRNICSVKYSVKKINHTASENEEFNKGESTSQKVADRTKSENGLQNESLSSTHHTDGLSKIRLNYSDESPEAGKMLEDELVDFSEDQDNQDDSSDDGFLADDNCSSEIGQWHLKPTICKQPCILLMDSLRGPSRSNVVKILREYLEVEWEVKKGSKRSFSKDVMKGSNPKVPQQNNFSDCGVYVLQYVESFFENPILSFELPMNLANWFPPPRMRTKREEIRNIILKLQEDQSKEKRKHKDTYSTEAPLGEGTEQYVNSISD
SENP8 block-2 = SENP8 (human) protease inhibition; recombinant SENP8, Nedd8 substrate fluorescence; inhibition, % at 20 µM; actives 0.64% (n = 360,000); AID 602440; in the data active = inhibition mostly above about 40%, no sharp cut-off; inactive = mostly below about 27%
* marks the source's active call; other numbers are inactive results; i = inactive; · = no result given; & = joins results of further samples.

SMILES	Apaf1 inhib	PfG6PD inh	HKDC1 inh	SENP8 block-1	SENP7 inh	SENP1 FRET inh	SENP6 inh	SENP8 block-2
CCc1ccc(OCC(=O)Nc2ccc(CN3CCCCC3)cc2)cc1	15	-11	-2	-1	1	3	2	16
CN1CCN(CC(=O)N/N=C\c2c[nH]c3ccccc23)CC1	-1	·	·	-6	-6	·	-18	·
Cc1ccc2c(c1)N=C(c1ccccc1)CC(C(Cl)Cl)=N2	11	35	5	53*	1	-50	74*	-171
NS(=O)(=O)c1ccc(S(=O)(=O)N(CCc2ccccc2)Cc2ccccn2)cc1	-7	4	6	-6	-1	2	-7	9
CNC(=O)c1ccsc1NC(=O)CCS(=O)(=O)c1ccc(F)cc1	2	3	-4	1	6	-1	-6	0
NC(=O)CN1CCN(S(=O)(=O)c2ccc(Cl)cc2)CC1	-5	1	-11	4	-6	-1	-5	6
COCCNC(=O)C1(C)C=CC2(CCCCC2)N1C(=O)c1ccccc1 (stereo not drawn)	2	-7	-4	-18	-9	1	-16	-2
CCOC(=O)c1ccc(Nc2cc3ccccc3c(=O)[nH]2)cc1	92*	1	8	64*	84*	-37	86*	i
COc1cc(NC(=O)CN(C)S(=O)(=O)c2cccs2)cc(OC)c1	10	7	-3	-2	1	1	9	10
CC(NC(=O)CN1CCN(c2ccc(Cl)cc2)CC1)c1ccccc1 (stereo not drawn)	2	-11	0	-1	-7	0	-15	2
CCCCS(=O)CC(COC)OC(=O)c1ccccc1 (stereo not drawn)	2	-10	2	-6	-4	1	-8	9
O=C(Nc1ccc(N2CCOCC2)cc1)c1cc2ccccc2o1	-3	24	-2	38	48	1	70*	17
Cc1ccc(NC(=O)O/N=C/c2ccc(F)cc2)cc1	1	2	-6	2	2	2	6	9
Cc1ccc(C23CC4CC(CC(NC(=O)NN)(C4)C2)C3)cc1	19	8	0	2	5	3	2	18
Cc1c(Cl)cccc1NC(=O)C1CCCCC1	2	·	·	-5	-2	·	-30	·
O=S(=O)(c1cc(Cl)sc1Cl)N1CCCC1	-3	6	2	-7	-9	0	-32	1
CCOCCCNCC(=O)Nc1ccccc1N1CCOCC1	-6	-9	3	-4	5	1	4	14
Cc1ccc(OCC(=O)N(C)CC(=O)Nc2ccc(F)cc2)c([N+](=O)[O-])n1	-3	3	-2	3	-10	2	-5	-1
O=C(Nc1ccccc1)c1ccsc1	5	2	-7	1	14	0	7	20
CCOc1ncccc1C(=O)N(C)CC(=O)Nc1ccc(F)cc1	3	3	-8	-11	-8	0	-14	18
CCOC(=O)Cn1c(C)c(Br)c(=O)c2cccc(C)c21	15	-15	-1	0	3	4	6	29
CCN(CC)S(=O)(=O)c1ccc(C)c(NC(=S)N2CCN(Cc3ccc4c(c3)OCO4)CC2)c1	10	15	8	1	6	4	1	10
O=C(Nc1cnccn1)Nc1ccccc1Cl	-5	9	-6	11	11	2	5	14
COc1cccc(Nc2nnc(SCc3nc4ccccc4s3)s2)c1	8	16	0	1	2	-30	-9	-41
CC1(C)CC(=O)c2cn3ncnc3nc2C1	0	10	4	4	-5	0	-17	13
C#CCOc1c(Cl)cc(/C=N/NC(N)=S)cc1OCC	-5	-2	-1	3	3	-1	11	0
COc1ccc(NC(=O)Cc2coc3ccc4ccccc4c23)cc1S(=O)(=O)N1CCOCC1	13	8	-18	-13	-6	0	-9	0
CCN(C(=O)Cn1cc(C(F)(F)F)ccc1=O)c1c(N)n(Cc2ccccc2)c(=O)[nH]c1=O	1	-10	-5	0	-4	-1	4	-5
Cc1cc(C)cc(NC2=NC3(CCCCC3)N=C(N)N2)c1	-15	0	-2	-3	-8	4	-12	20
COc1ccc(NC(=O)CCN2C(=O)c3ccccc3S2(=O)=O)cc1	-13	2	-6	11	1	2	9	8
COc1cc(CNC(=O)c2cccc(COc3ccc(Cl)cc3)c2)cc(OC)c1	13	5	-1	-6	-4	-1	30	10
C[C@@H](CN=[N+]=[N-])CN1CC[C@H](C(C)(C)C)CCC1=O	4	4	-5	-5	-9	2	-7	7
NC(=O)N/N=C1\CCS(=O)(=O)c2ccc(F)cc21	1	-12	3	3	10	1	7	18
Cc1ccc(S(=O)(=O)N2CCOCC2)cc1C(=O)N1CCN(S(=O)(=O)c2ccccc2F)CC1	·	-8	-1	·	·	2	·	3
COC(=O)CCCn1nc(NC(=O)COc2ccc(F)cc2)cc1C	0	6	-8	-6	-7	0	-32	14
CN(C)CCNc1nc(-c2ccccc2)c2c(c1C#N)CC(C)(C)OC2	-1	-15	-7	-1	4	1	3	-223
CCOC(=O)N1CCN(C(=O)CN(C)S(=O)(=O)c2ccc(OC)c(OC)c2)CC1	-9	-21	-3	2	4	3	-7	6
Cc1ccc(NC(=O)C2C(=O)N(CCO)C3(C)CC2c2ccccc2O3)cc1 (stereo not drawn)	-4	65*	2	4	7	2	2	13
CC(C)(C)OC(=O)N1CCCC1C(=O)NC(Cc1ccccc1)C(=O)O (stereo not drawn)	0	-6	0	-3	-7	2	-1	8
CCCN(C(=O)c1cccc(S(=O)(=O)N2CCCc3ccccc32)c1)C1CCS(=O)(=O)C1 (stereo not drawn)	6	13	-3	-10	5	0	2	9
CC(C)c1nnc(NC(=O)CCC(=O)NCc2ccc3c(c2)OCO3)s1	6	-27	-7	-8	-15	1	-15	6
COc1ccc(-n2c(=O)c3ccccc3n(CC(=O)OCc3ccccc3)c2=O)cc1OC	-11	-11	-5	7	6	1	1	19
Cc1ccc(C(C(=O)NCC2CCCO2)N(Cc2ccccc2F)C(=O)Cn2nnc(-c3cccs3)n2)cc1 (stereo not drawn)	25	-5	-4	-3	5	1	2	14
CCCC(c1nnnn1C(C)(C)C)N1CCN(c2ccccc2)CC1 (stereo not drawn)	7	-10	-11	-5	0	1	0	11
Cc1nn(Cc2ccc(F)cc2)c(C)c1NC(=O)CCCn1nc([N+](=O)[O-])cc1C	2	-7	-5	-7	-8	0	5	3

The closing five compounds of the part before are carried over, then new ones follow.
SMILES	Apaf1 inhib	PfG6PD inh	HKDC1 inh	SENP8 block-1	SENP7 inh	SENP1 FRET inh	SENP6 inh	SENP8 block-2
CC(C)c1nnc(NC(=O)CCC(=O)NCc2ccc3c(c2)OCO3)s1	6	-27	-7	-8	-15	1	-15	6
COc1ccc(-n2c(=O)c3ccccc3n(CC(=O)OCc3ccccc3)c2=O)cc1OC	-11	-11	-5	7	6	1	1	19
Cc1ccc(C(C(=O)NCC2CCCO2)N(Cc2ccccc2F)C(=O)Cn2nnc(-c3cccs3)n2)cc1 (stereo not drawn)	25	-5	-4	-3	5	1	2	14
CCCC(c1nnnn1C(C)(C)C)N1CCN(c2ccccc2)CC1 (stereo not drawn)	7	-10	-11	-5	0	1	0	11
Cc1nn(Cc2ccc(F)cc2)c(C)c1NC(=O)CCCn1nc([N+](=O)[O-])cc1C	2	-7	-5	-7	-8	0	5	3
CCCc1cc(C(=O)Nc2nccs2)cs1	3	15	-6	15	39	0	-26	13
O=C(c1cc(C2CC2)nc2ccccc12)N1N=C(C(F)F)CC1(O)C(F)F (stereo not drawn)	8	4	3	0	7	4	1	4
CCc1ccc(C(=O)/C=C/Nc2ccc(S(=O)(=O)Nc3cnc4ccccc4n3)cc2)cc1	-2	-16&-20	-5&-8	-11	1	-81&-57	-1	-495
CC(=O)c1c(C)[nH]c(C(=O)Nc2nc(-c3ccc(-c4ccccc4)cc3)cs2)c1C	27	5	-5	-11	-9	0	2	-206
C=CCOc1ccc(/C=N/NC(=O)C(C)Sc2ccccn2)cc1OC (stereo not drawn)	8	10	8	-4	-1	-1	-13	8
COc1ccccc1OC(=O)CCc1nc2ccccc2s1	4	41	-2	-6	-12	8	8	1
CN1C(C)(C)CC(=NOC(=O)c2ccccc2)CC1(C)C	3	1	0	-6	-12	1	-8	-9
COc1ccc(CCNC(=O)C2CCN(C(=O)c3ccccc3C)CC2)cc1	-8	10	-4	-1	-8	1	-31	6
CCn1c(=O)c(=O)[nH]c2c(=O)oc3ccc(S(=O)(=O)Nc4ccccc4)cc3c21	-4	-37	6	0	9	-1	-1	-399
COCCCN(C(=S)Nc1cccc(Cl)c1)C(C)c1ccncc1 (stereo not drawn)	-6	-12	-8	-5	-2	4	-7	8
COc1cccc(CN(C)C(=O)c2ccc(NC(=O)CC3SC(N4CCCC4)=NC3=O)cc2)c1OC (stereo not drawn)	6	-10	-2	-8	1	0	-12	21
O=C1CSC(c2cccc([N+](=O)[O-])c2)N1CCc1ccccc1 (stereo not drawn)	-8	-4	0	-3	-5	-1	-10	10
Cc1[nH]nc2c1/C(=N\O)CCC2	-7	-7	-8	2	-7	2	-13	13
CCOC(=O)c1[nH]c2ccc(OC)cc2c1NC(=O)c1ccc2c(c1)OCO2	5	-4	3	-12	-9	1	-8	-118
Cc1ccc2nc(SCC(=O)Nc3c(F)cccc3F)[nH]c2c1	-8	2	-2	1	-1	0	3	9

One compound at a time (already shown):
`CCOCCCNCC(=O)Nc1ccccc1N1CCOCC1` across the screens: Apaf1 inhib = -6; PfG6PD inh = -9; HKDC1 inh = 3; SENP8 block-1 = -4; SENP7 inh = 5; SENP1 FRET inh = 1; SENP6 inh = 4; SENP8 block-2 = 14
`C[C@@H](CN=[N+]=[N-])CN1CC[C@H](C(C)(C)C)CCC1=O` across the screens: Apaf1 inhib = 4; PfG6PD inh = 4; HKDC1 inh = -5; SENP8 block-1 = -5; SENP7 inh = -9; SENP1 FRET inh = 2; SENP6 inh = -7; SENP8 block-2 = 7

Other structures:
SMILES	Apaf1 inhib	PfG6PD inh	HKDC1 inh	SENP8 block-1	SENP7 inh	SENP1 FRET inh	SENP6 inh	SENP8 block-2
CCCN(C(=O)C(NC(=O)c1ccccc1)C(C)C)c1c(N)n(Cc2ccccc2)c(=O)[nH]c1=O (stereo not drawn)	4	3	-3	-8	-4	-2	0	-18
CN1CCN(C(=O)CSc2ccc(Cl)cc2)CC1	-1	4	14	9	3	0	-12	5
CSc1ccc(-c2nnn(CC(=O)NCc3ccccc3)n2)cc1	5	-9	7	-2	-2	1	-3	15
COCCn1c(=NC(=O)c2cc(Cl)sc2Cl)sc2cc(S(N)(=O)=O)ccc21	5	0	-8	-13	-2	-2	-13	-351
CCOc1cccc(N2C(=O)CC(NCc3ccc(S(N)(=O)=O)cc3)C2=O)c1 (stereo not drawn)	9	14	-1	0	7	-1	3	25
CCN(CC)CCNC(=O)c1ccc(NC(=O)c2cccc(S(=O)(=O)N3CCCCCC3)c2)cc1	·	1	-9	·	·	0	·	24
CC(C)OC(=O)c1sc2nc(-c3ccccc3)ccc2c1N	3	-5	-1	17	-5	-23	-10	-296
CC1(c2ccc(Cl)cc2)NC(=O)N(CC(=O)N2CCc3ccccc3C2)C1=O (stereo not drawn)	16	8	-2	-11	-5	1	3	11
Cc1cc(C)cc(NC(=O)COC(=O)c2cccc(S(=O)(=O)N3CCCCC3)c2)c1	3	12	-2	4	8	-2	-9	10
CC1=C(C)CS(=O)N(S(=O)(=O)c2ccc(Cl)cc2)C1 (stereo not drawn)	11	60*	9	5	5	0	-6	29
Cc1ccccc1C(=O)Nc1cccc(NC(=O)c2ccc(F)cc2)c1	1	5	4	4	3	2	3	14
CC1CCc2c(sc3ncnc(SCC(=O)Nc4ccc(C(=O)O)cc4)c23)C1 (stereo not drawn)	9	-48	3	11	-3	-1	2	5
COC(=O)c1ccc(-n2c(C)ccc2-c2ccccc2)cc1	3	-12	0	-4	-1	-2	-3	3
CC(C)(Oc1ccc(Cl)cc1)C(=O)NC1CCSC1=O (stereo not drawn)	-3	-9	-2	-7	-5	3	7	19
